C2C12 statin – protects C2C12 myotubes from simvastatin toxicity; rescue of ATP level, % at 7.49 µM; 330,000 tested, 0.78% active; ATP luminescence, 48 h; scaled: DMSO 0, geranylgeraniol control 100; AID 602340;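 active means mean ATP rescue above about 67%, or every replicate alone reaching that limit, limit read from the data, passing the limit was not always enough; inconclusive means no clear call, values can overlap the other calls; inactive means mean under the limit and some replicate under it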;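 further: myotubes were challenged with 10 µM simvastatin during compound exposure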
esBAF inh – SWI/SNF esBAF complex inhibition | mouse ES cells, Bmi1-luciferase knock-in reporter, 24 h; 100% = twice the neutral-well signal | reporter increase, % at 12.5 µM | 350,000 tested, 2% active; in the data active means activation above about 40%; inconclusive means no clear call, values can overlap the other calls;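 further: 0% = median of the plate's neutral control wells and 100% = double that signal; a rise in the Bmi1 reporter signal indicates esBAF inhibition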
SIRT5 inh – sirtuin-5 (human) deacylase inhibition; 330,000 tested, 1.1% active; Purified SirT5, succinyl-peptide AMC, trypsin-coupled fluorescence; AID 652115; inhibition, % at 15 µM; in the data active means inhibition above about 15%; inconclusive means no clear call, values can overlap the other calls
Target sequence (Q9NXA8 whole entry, looked up): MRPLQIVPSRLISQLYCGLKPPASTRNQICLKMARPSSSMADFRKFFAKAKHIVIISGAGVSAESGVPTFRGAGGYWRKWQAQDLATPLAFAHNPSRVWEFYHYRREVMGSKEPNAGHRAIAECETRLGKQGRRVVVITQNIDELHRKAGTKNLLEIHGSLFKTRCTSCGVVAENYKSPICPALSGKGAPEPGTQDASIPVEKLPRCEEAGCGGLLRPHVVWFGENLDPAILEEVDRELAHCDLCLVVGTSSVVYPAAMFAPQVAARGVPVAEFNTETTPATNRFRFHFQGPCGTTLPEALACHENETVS
CASP6 VEID inh – caspase-6 (human) enzyme inhibition. P55212. inhibition, % at 12.5 µM. 350,000 tested, 0.53% active. purified caspase-6, Z-VEID-R110 cleavage fluorescence;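 active means mean inhibition across replicates at least about 35%, with every replicate also reaching that limit, limit read from the data; inconclusive means only one of the two criteria met; inactive means neither criterion met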;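 further: 0% = median of neutral control wells and 100% = no fluorescence left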
Target sequence (P55212 24-179 limits assumed): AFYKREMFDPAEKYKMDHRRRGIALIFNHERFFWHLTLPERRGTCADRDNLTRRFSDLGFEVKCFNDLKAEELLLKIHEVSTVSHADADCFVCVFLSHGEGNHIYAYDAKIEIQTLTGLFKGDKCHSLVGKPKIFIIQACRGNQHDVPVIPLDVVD
Target sequence (P55212 194-293 limits assumed): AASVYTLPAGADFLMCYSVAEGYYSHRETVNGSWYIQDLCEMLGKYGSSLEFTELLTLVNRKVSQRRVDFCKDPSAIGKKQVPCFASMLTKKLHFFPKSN
LGR2 antag – inhibitors of bursicon-induced Drosophila LGR2 receptor cAMP signaling | HEK293 LGR2, CRE-luciferase, bursicon-stimulated, 4 h | inhibition, % at 9.99 µM | 380,000 tested, 0.35% active;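 active means drop in luminescence signal, shown as inhibition above about 50% in the replicate tests, limit read from the data, passing the limit was not always enough; inconclusive means probably only some replicates passing the limit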;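 further: agonist challenge used bursicon conditioned medium at about half maximal strength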
FN deposit inh – fibronectin deposition inhibition | AH1F fibroblasts, Alexa488-fibronectin deposition fluorescence, overnight | inhibition, % at 12.6 µM | 350,000 tested, 0.086% active | AID 743247;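 active means mean inhibition across replicates of 30% or more, regardless of how many single replicates reach that level; inconclusive means mean under 30% yet at least half of replicates reach 30%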;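 further: positive control wells lacked labelled fibronectin entirely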
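Material: AH1F fibroblast monolayer depositing Alexa488-labelled fibronectin into matrix / Amount: 10000 AH1F cells per well / Signal: fluorescence 485/525 nm / Medium: DMEM, 2% serum / Compound: single dose, pinned / Incubation: 1 h cell adhesion before compound, then overnight fibronectin incubation / Reagent: Alexa488-FN, 24 nM final / Read-out: inhibition of fibronectin deposition signal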
S100A4 MyoIIA – S100A4-myosin IIA interaction inhibition | 360,000 tested, 0.14% active | P26447 | AID 652163 | S100A4/TAMRA-MyoIIA peptide fluorescence polarization | inhibition, % at 10.7 µM;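 active means mean inhibition of at least 70% across replicates, with every replicate also reaching that level; inconclusive means mean inhibition reaches 70% but some replicates fall short; inactive means mean inhibition below 70%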
Target sequence (P26447 whole entry, looked up): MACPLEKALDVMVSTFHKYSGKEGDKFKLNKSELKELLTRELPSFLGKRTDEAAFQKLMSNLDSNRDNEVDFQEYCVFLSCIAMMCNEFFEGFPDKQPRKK
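Material: human S100A4 monomer with TAMRA-labelled myosin IIA peptide; buffer or medium: HEPES pH 7.2 with CaCl2, KCl, NaCl, DTT, Triton; compound dosing: one concentration per compound; schedule: 5 min incubation before reading; benchmarks: neutral control DMSO, positive control TFP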
* hit, by the source's call; ? = inconclusive; / = not tested or not shown; & = joins results of further samples.

SMILES	C2C12 statin	esBAF inh	SIRT5 inh	CASP6 VEID inh	LGR2 antag	FN deposit inh	S100A4 MyoIIA
COC(=O)c1ccnc(SCC(=O)c2ccccc2)c1	6.5	?	-1.8	0.5	-49.8	0.6	-0.2
Cn1cc([N+](=O)[O-])c(C(=O)NCc2ccccc2)n1	/	/	-2.7	1.1	-9.9	-6.2	-9.7
CCCC(OC(=O)CN1C(=O)COc2ccccc21)C(=O)NC1CCCC1 (configuration not stated)	-3.0	-3.5	-2.9	1.7	6.4	/	-5.9
O=C1CCC(C(=O)N2CCCCCCC2)CN1Cc1cccc(C(F)(F)F)c1 (configuration not stated)	/	/	-0.9	-0.7	-0.9	2.0	0.3
CC1=CC(=O)N(c2cccc(C(F)(F)F)c2)C1c1ccc(Cl)cc1 (configuration not stated)	-2.1	-2.6	/	/	10.4	5.7	/
CN(C)C(=O)c1ccc(-c2ccc([C@H]3[C@H]4CN(C(=O)C5CC5)CCCCN4[C@H]3CO)cc2)cc1	3.5	-2.3	5.4	2.2	8.3	/	9.1
CCCCN(CCCC)CCNC(=O)c1cn(C)c2ccc(S(=O)(=O)N(C)C3CCCCC3)cc2c1=O	-7.7	-1.1	8.0	-1.1	-5.6	-0.5	-0.1
Clc1ccc(-c2nnc(-c3ccccc3)nc2-c2c[nH]c3ccccc23)cc1	/	/	0.8	2.0	38.6	8.1	-6.5
COc1cccc(CN(CC(=O)NCC2CCCO2)C(=O)CNS(=O)(=O)c2ccccc2)c1 (configuration not stated)	3.0	1.1	-4.6	-4.3	3.2	/	-2.3
O=C(N[C@@H]1CC[C@H](CC(=O)N2CCCCC2)O[C@@H]1CO)c1ccccn1	-11.7	2.5	0.5	0.6	-9.4	-18.0	13.2
COc1ccc(S(=O)(=O)Nc2ccc3c(c2)CC(=O)N([C@H](C)CO)C[C@H](C)[C@@H](CN(C)S(=O)(=O)c2ccccc2)O3)cc1	15.0	0.9	/	/	-3.4	/	/
CC(C)CC(=O)NCc1ccc2[nH]c3c(c2c1)CCCC3	0.8	7.0	1.6	-0.2	-13.9	0.6	-1.1
Cc1cc(C)nc(/N=C(\N)Nc2ccc(S(=O)(=O)O)cc2)n1	/	/	-3.5	1.6	-6.4	0.1	2.4
O=C(Nc1ccc([N+](=O)[O-])cc1)C(c1ccccc1)c1ccccc1	4.1	-1.9	0.4	-0.8	-6.0	-2.2	0.8
COc1cccc(NC(=O)N2C[C@@H](O)COC[C@@H]3O[C@H](CC(=O)N(C)C)CC[C@H]32)c1	7.5	-0.3	3.0	-0.1	-29.7	-3.4	2.7
O=C1OC(c2ccco2)=N/C1=C\c1ccc(-c2cccc(C(F)(F)F)c2)o1	21.5	-6.6	2.7	32.7	/	-3.5	-18.3
O=C1C2C3C=CC(C3)C2C(=O)N1CCN1CCN(S(=O)(=O)c2ccc3ccccc3c2)CC1 (configuration not stated)	-1.3	0.8	-2.4	2.7	/	-1.8	-3.3
C[C@@H]1CN([C@H](C)CO)C(=O)CCCn2cc(nn2)CO[C@H]1CN(C)C(=O)Nc1ccccc1F	1.7&-33.0&-10.0	-2.1&1.8&-3.9	-3.9&-3.4&-1.8	-1.4&-0.2&-1.9	7.6&10.3	8.6&-6.9	1.8&1.5&3.0
Cc1ccc(NC(=O)c2nc[nH]c2C(=O)Nc2ccccc2F)cc1	-2.0	2.6	0.9	-1.4	-27.6	-5.6	-2.3
Cc1ccc2c(=O)c(CN3CCCCCC3)c(C)[nH]c2c1C	27.5	6.2	0.7	-48.9	-9.2	-1.0	-7.5
O=C(Nc1ccc(F)cc1)c1ccc2c(=O)n(CC3CCCO3)c(=S)[nH]c2c1 (configuration not stated)	-59.5	9.3	-2.0	0.8	5.5	4.6	-23.3
CSc1ncccc1C(=O)OCC(=O)Nc1nc(C)c(Cl)cc1Cl	1.3	1.0	0.8	0.1	-10.9	3.4	0.3
NS(=O)(=O)c1ccc(NC(=O)/C=C/c2ccc3c(c2)OCO3)cc1	/	/	-4.8	0.8	14.6	-0.8	-24.2
O=C(Nc1ccc(Oc2ccccc2)nc1)C1CCCCN1Cc1ccc(OCCO)cc1 (configuration not stated)	3.6	11.2	-0.7	0.0	-6.2	-7.5	-2.6
COc1ccc2nc3ccccc3nc2c1NC(=O)c1ccc(Cl)cc1	8.3	0.4	/	/	-0.1	-1.1	/

Next part
SMILES	C2C12 statin	esBAF inh	SIRT5 inh	CASP6 VEID inh	LGR2 antag	FN deposit inh	S100A4 MyoIIA
C[C@@H](CN1C(=O)C(=O)NC[C@@H]1C)NC(=O)CC12CC3CC(CC(C3)C1)C2	-9.1	-2.7	/	-3.9	0.9	4.7	-4.0
Cn1c(SCc2cccc([N+](=O)[O-])c2)nc2ccccc2c1=O	-12.4	-32.6	1.6	12.9	14.0	-2.4	-3.0
CC(C)(C)C1(O)CC(C(F)(F)F)=NN1C(=O)Cc1ccc([N+](=O)[O-])cc1 (configuration not stated)	/	/	-1.8	-0.4	23.6	-2.1	-0.6
CCOc1ccc(N(CC(=O)NC2CCCC2)C(=O)CCC(=O)Nc2nccs2)cc1	0.7	-9.5	-3.6	4.9	4.7	-4.6	-0.9
C=CCn1c(SCC(=O)Nc2ccc3c(c2)CCC3)nnc1-c1cccs1	/	-19.1	-0.2	2.3	7.0	-26.0	-4.0
Cc1cc(C)nc(N2CCC(C(=O)NC3CC3)CC2)n1	0.2	-2.4	/	-1.3	0.9	-5.7	-0.2
COc1ccc(CCN=C(C)c2cc(C)c(C)cc2O)cc1OC	14.7	-3.6	-4.1	/	10.3	-10.7	-1.0
CN1C[C@H]2[C@@H](c3ccccc31)[C@H](CO)N2C(=O)Nc1ccc(F)cc1	-22.1	2.1	1.6	-2.7	-6.4	/	12.5
O=C(N[C@@H]1CC[C@H](CCn2cc(-c3ccccc3)nn2)O[C@@H]1CO)c1cnccn1	-0.2	-5.1	0.9	4.5	-7.4	-6.5	-0.3
COc1ccc(C(=O)N/N=C/c2sc(=O)n(Cc3cccc(C(=O)O)c3)c2Cl)cc1	8.0	-6.9	5.5	-0.7	-8.9	-1.3	5.0
CC(C)NC(=O)Nc1ccc2c(c1)C(=O)N([C@H](C)CO)C[C@H](C)[C@H](CN(C)S(=O)(=O)c1ccc(F)cc1)O2	0.0	-1.6	4.4	1.5	-13.3	/	-14.8
COc1ccc(CNC(=O)C[C@H]2C=C[C@H](NC(=O)CN(C)C)[C@H](CO)O2)cc1	-0.6	0.2	-1.2	-0.2	7.0	/	9.3
Cc1nn(-c2ccc(F)cc2)c(Cl)c1/C=N/NC(=O)c1ccc(O)cc1	/	/	-1.3	1.2	-36.9	-5.9	-2.6
COc1ccnc(CSC(N)=Nc2ccccc2C(F)(F)F)c1	/	/	2.6	6.5	-3.4	-6.3	-0.1
COc1ccccc1C(=O)N(Cc1ccc(C)o1)C1CCS(=O)(=O)C1 (configuration not stated)	6.6	-5.4	-2.6	-3.4	14.8	/	-1.7
O=C(O)CN1C(=O)/C(=C\c2ccccc2OCc2ccc(F)cc2)SC1=S	-34.0	-10.3	5.2	16.5	3.6	3.0	-0.7
COC(CNC(=O)c1ccc2c(c1)nc(C)n2-c1ccc(F)c(F)c1)OC	5.2	-4.8	/	/	4.8	-6.1	/
COc1ccc(C#Cc2ccc(C3=CC(=O)CC(C)(C)C3=O)cc2)cc1	4.2	39.9	/	-0.7	-36.1	-5.1	1.2
CCCOc1ccc(C2c3c(oc4cc(C)c(C)cc4c3=O)C(=O)N2CCCN(C)C)cc1 (configuration not stated)	-2.1	-1.1	2.1	-0.5	7.3	5.8	-1.7
Cc1cc(NC(=O)c2ccc(NC(=O)C3CCCO3)cc2)ccc1Br (configuration not stated)	3.2	23.0	-0.1	1.2	-18.2	3.8	-0.9
Cc1onc(-c2ccccc2)c1C(=O)N/N=C/c1cn(C)c2ccccc12	-4.8	20.7	-0.6	0.1	-8.6	1.5	-1.9
O=C(O)C(c1ccccc1)N1C(=O)/C(=C\c2ccc(-c3ccc(Br)cc3)o2)SC1=S (configuration not stated)	14.7	-3.5	53.6*	71.3*	20.6	-9.7	-24.5
CCCCCN1C(=O)Cn2c(nc3ccccc3c2=O)C1C (configuration not stated)	/	/	3.1	1.1	24.5	-4.5	-0.5
C[C@@H]1CCCCO[C@H](CN(C)Cc2ccc3c(c2)OCO3)[C@H](C)CN([C@H](C)CO)C(=O)c2cc(NC(=O)Nc3cccc4ccccc34)ccc2O1	-70.1	-3.0	/	/	6.8	/	/
COc1cccc(C#Cc2ccc([C@@H]3[C@@H](CO)N4C(=O)CN(C(C)=O)C[C@@H]34)cc2)c1	/	/	-1.2	3.0	6.1	/	-4.2
COc1ccccc1S(=O)(=O)N[C@@H]1CC[C@H](CC(=O)N2CCN(C)CC2)O[C@@H]1CO	-3.9	1.0	-0.7	-0.2	-10.2	3.1	1.2
CO[C@H]1CN(C)C(=O)c2ccc(NS(C)(=O)=O)cc2OC[C@H](C)N(C(=O)C2CCC2)C[C@H]1C	10.6	1.4	-0.4	3.4	9.2	3.7	3.7
CC(=O)N(C)C[C@H]1Oc2cc(C#Cc3ccc(F)cc3)ccc2S(=O)(=O)N([C@H](C)CO)C[C@@H]1C	0.6	-17.7	-4.1	-3.0	22.8	/	-3.9
Cc1ccc(N/C(N)=N/c2nc(C)cc(N3CCCCC3)n2)c(C)c1	/	/	-4.0	/	67.3*	-1.2	0.2

Retrieved one by one from the entries so far:
SMILES	C2C12 statin	esBAF inh	SIRT5 inh	CASP6 VEID inh	LGR2 antag	FN deposit inh	S100A4 MyoIIA
COc1ccc(CNC(=O)C[C@H]2C=C[C@H](NC(=O)CN(C)C)[C@H](CO)O2)cc1	-0.6	0.2	-1.2	-0.2	7.0	/	9.3
C[C@@H](CN1C(=O)C(=O)NC[C@@H]1C)NC(=O)CC12CC3CC(CC(C3)C1)C2	-9.1	-2.7	/	-3.9	0.9	4.7	-4.0
COc1ccc(C#Cc2ccc(C3=CC(=O)CC(C)(C)C3=O)cc2)cc1	4.2	39.9	/	-0.7	-36.1	-5.1	1.2
COc1ccccc1S(=O)(=O)N[C@@H]1CC[C@H](CC(=O)N2CCN(C)CC2)O[C@@H]1CO	-3.9	1.0	-0.7	-0.2	-10.2	3.1	1.2
COc1ccc(C(=O)N/N=C/c2sc(=O)n(Cc3cccc(C(=O)O)c3)c2Cl)cc1	8.0	-6.9	5.5	-0.7	-8.9	-1.3	5.0
O=C(N[C@@H]1CC[C@H](CCn2cc(-c3ccccc3)nn2)O[C@@H]1CO)c1cnccn1	-0.2	-5.1	0.9	4.5	-7.4	-6.5	-0.3
O=C(O)C(c1ccccc1)N1C(=O)/C(=C\c2ccc(-c3ccc(Br)cc3)o2)SC1=S (configuration not stated)	14.7	-3.5	53.6*	71.3*	20.6	-9.7	-24.5

The list is partial, so the mix of outcomes need not match the whole.
